High-throughput results deposited in PubChem BioAssay by Sanford-Burnham Center for Chemical Genomics.
ATG4B inh – blocks human ATG4B protease cleavage of LC3 substrate; ATG4B cleavage of LC3-PLA2, NBD-HPC fluorescence, 1 h; inhibition, % at 8.33 µM; 340,000 compounds, 0.51% hits; AID 504462; in the data active = inhibition above about 40%
SENP6 inh – blocks the human protease SENP6. Recombinant SENP6 catalytic domain, aminoluciferin luminescence. inhibition, % at 10 µM. 330,000 compounds, 1.8% hits. AID 2599;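 active = inhibition above about 50% at the single tested dose, limit read from the data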;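 note: plate controls were DMSO wells with enzyme for no effect and DMSO wells lacking enzyme for full effect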
MPTP inh – inhibitors of mitochondrial permeability transition pore; isolated mouse mitochondria, Ca2+ swelling absorbance, 30 min; inhibition, % at 10 µM; 360,000 compounds, 1.4% hits; AID 602449;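 active = inhibition of 50% or more, scaled per plate between neutral and stimulator controls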;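 note: 0% = DMSO wells given calcium and 100% = 1 mM EGTA wells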
PfG6PD inh – PfG6PD (Plasmodium falciparum) enzyme inhibition; AID 504690; 350,000 compounds, 0.78% hits; PfGluPho enzyme, NADPH resazurin-diaphorase fluorescence; inhibition, % at 20 µM;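 active = inhibition reaching at least a set limit at 20 µM in the primary screen, cut at about 59% in these data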;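 note: 0% = DMSO wells with substrate and 100% = DMSO wells lacking glucose-6-phosphate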
SENP1 inh – SENP1 (human) catalytic domain inhibition; Q9P0U3; recombinant SENP1 catalytic domain, CyPet-SUMO1-YPet FRET cleavage; inhibition, % at 10 µM; 360,000 compounds, 0.21% hits;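 active = inhibition at least 30% at 10 µM, raw YFP signal under a set limit, fluorescence ratio 0.5 to 1.5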;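 note: 0% = enzyme with DMSO and 100% = no enzyme wells; some results filed as inactive read as strong as hits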
Target sequence (Q9P0U3 419-644 limits assumed): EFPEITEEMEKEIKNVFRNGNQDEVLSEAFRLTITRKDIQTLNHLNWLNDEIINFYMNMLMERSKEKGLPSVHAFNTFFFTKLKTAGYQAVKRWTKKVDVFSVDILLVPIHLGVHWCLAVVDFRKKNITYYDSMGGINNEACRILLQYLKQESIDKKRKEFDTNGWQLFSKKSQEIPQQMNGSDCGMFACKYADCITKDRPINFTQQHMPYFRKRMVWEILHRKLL
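Material: hSENP1 catalytic domain, recombinant; medium: Tris pH 8 with BME, BSA, NP40 and catalase; compound: single concentration of 10 µM compound, 0.5% DMSO final; technique: FRET read of cyan and yellow fluorescence; timing: 50 min enzyme reaction, room temperature, light-protected; reagent: SFCypet-SUMO1-SFYpet substrate at 25 nM; control set: no-enzyme low, enzyme-DMSO high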
hIAP act – increases human intestinal alkaline phosphatase activity; AID 2524; 330,000 compounds, 0.16% hits; activation factor at 10 µM; purified human IAP, CDP-Star luminescence, 30 min; stronger effect = higher value; 1 = vehicle-only enzyme, 0 = enzyme-free background;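 active = activation factor of the enzyme at least 2-fold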; note: the source names both 10 and 20 µM as test concentration; values of inactives mirror those of a sister screen read the other way
Target sequence (P09923 whole entry, looked up): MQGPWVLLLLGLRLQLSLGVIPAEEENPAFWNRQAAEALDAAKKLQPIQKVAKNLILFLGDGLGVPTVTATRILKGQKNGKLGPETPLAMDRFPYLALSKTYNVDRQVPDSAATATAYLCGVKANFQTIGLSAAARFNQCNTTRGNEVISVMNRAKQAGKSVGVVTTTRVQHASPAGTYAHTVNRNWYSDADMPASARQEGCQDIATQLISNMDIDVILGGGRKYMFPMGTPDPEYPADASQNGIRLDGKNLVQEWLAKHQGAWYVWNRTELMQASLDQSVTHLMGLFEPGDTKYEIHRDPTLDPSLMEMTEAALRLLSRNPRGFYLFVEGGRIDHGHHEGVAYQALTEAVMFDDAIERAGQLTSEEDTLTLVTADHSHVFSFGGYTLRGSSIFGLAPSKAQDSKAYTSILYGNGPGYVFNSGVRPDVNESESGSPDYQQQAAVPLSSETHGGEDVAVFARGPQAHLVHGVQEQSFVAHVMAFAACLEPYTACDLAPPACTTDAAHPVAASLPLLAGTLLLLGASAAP
GRIN3A LBD mod – NR3A (human) ligand-binding domain modulation; NR3A LBD differential scanning fluorimetry, Tm shift; 0% = protein alone, 100% = glycine-bound protein; Tm shift relative to glycine control, % at 25 µM; 340,000 compounds, 2.5% hits;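 active = melting temperature shift of at least 10% of the positive control shift, at one fixed dose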
SENP8 inh – inhibitors of human SENP8 protease; Q96LD8; recombinant SENP8, Nedd8 substrate fluorescence; inhibition, % at 20 µM; 360,000 compounds, 0.64% hits; AID 602440; in the data active = inhibition mostly above about 40%, no sharp cut-off; inactive = mostly below about 27%
Target sequence (Q96LD8 whole entry, looked up): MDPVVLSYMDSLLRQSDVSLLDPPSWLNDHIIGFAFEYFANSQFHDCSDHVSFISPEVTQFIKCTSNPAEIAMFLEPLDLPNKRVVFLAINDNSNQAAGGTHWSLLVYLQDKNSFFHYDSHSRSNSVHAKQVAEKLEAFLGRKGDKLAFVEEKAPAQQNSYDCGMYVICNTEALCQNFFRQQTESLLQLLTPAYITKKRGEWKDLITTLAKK
The depositor's hits bear a star; i = inactive; nt = no result given; & = joins results of further samples.

smiles	SENP1 inh	ATG4B inh	SENP6 inh	PfG6PD inh	hIAP act	MPTP inh	GRIN3A LBD mod	SENP8 inh
Cc1ccc(-n2ncc(C(=O)NC3CC3)c2C2CCN(C(=O)OC(C)(C)C)CC2)cc1	0	-4	-10	9	0.87	-0.7	2	2
CC1C(=O)C(C)C(c2ccc(Br)cc2)NC1c1ccc(Br)cc1 (configuration not stated)	1	5	-21	-6	1.1	-0.3	-14	17
Cc1ccc(NC(=S)N2CCN(c3ccccn3)CC2)c(C)c1	1	3	-14	0	1.3	-0.3	-4	7
O=C(CN1C(=O)CS/C1=C\c1nc(-c2ccc(Cl)cc2)cs1)Nc1cccnc1Cl	3	-3	-7	-5	1.1	-0.7	1	1
N=C1CCCC1C(=S)SCCC(N)=O (configuration not stated)	-2	nt	nt	24	nt	-1.5	nt	16
COc1ccc(C)cc1NC(=O)CC(NC(C)=O)c1ccccc1 (configuration not stated)	1	-4	9	1	0.86	-0.5	-1	8
O=C(c1ccccc1)c1cccn1CC(=O)N1CCN(c2ccccc2)CC1	3	2	-17	8	1.1	0.2	4	12
COc1ccccc1/C=C/C(=O)NCC(=O)n1nc(C)cc1C	2	-4	-10	-4	1.2	-0.5	0	-139
COc1ccc(C2=NOC(C(=O)Nc3ccc(C(C)=O)cc3)C2)cc1OC (configuration not stated)	-2	-2	-13	-5	1	-2.1	-3	16
O=C(Nc1cc(-c2nc3ccccc3s2)ccc1Cl)c1ccc2c(c1)OCO2	0	2	-19	-5	1	1.6	2	-40
COc1ccc(NC(=S)N2CCC(C(=O)c3ccc(OC)cc3)CC2)cc1	0	-7	-27	-8	1.1	-0.1	-20	9
O=C(NN=Cc1ccccc1C(=O)O)c1ccc(NS(=O)(=O)c2cccs2)cc1	-1	5	-11	-9	0.98	0.3	2	-6
CCc1ccc2c(c1)/C(=C/C(=O)c1cccs1)C(=O)N2	-1	10	-22	47	1	2.2	-30	5
COc1ccc(/C(C)=N/NC(=S)NCCc2ccccc2)cc1	1	-5	-39	7	1.5	-3.3	-13	2
C=CCSc1nc(N(CC)CC)c2sccc2n1	3	-1	-8	9	0.94	2.1	8	2
O=C(O)c1cccc(Nc2nc(-c3ccccc3)nc3ccccc23)c1	-1	4	9	-30	1	0.9	-10	-208
Cc1[nH]n2c(=O)cc(C(C)(C)C)nc2c1-c1ccccc1	1	5	-10	7	1.2	2.4	-8	i
COc1ccc(N2CCN(C(=O)c3oc4ccccc4c3NC(=O)CCc3cc(OC)no3)CC2)cc1	1	-8	-7	10	0.87	0.3	0	2
CC(C)/C=N/NC(=O)c1ccc(Cl)cc1	0	-8	2	-10	0.96	0.0	-1	15
CCN1CCN(Cc2ccc(NC(=O)c3ccc(C)c(NC(=O)C4=NN(c5ccccc5)C(=O)C4)c3)cc2C(F)(F)F)CC1	-3&0	6	-7	49&18	1.1	-0.8&1.3	-4	-46&-11
COc1ccc(NC(=O)CN(C)C(=O)c2cc(-c3ccncc3)nc3ccccc23)cc1	0	-9	-9	5	1.3	2.0	-1	4
CC1(C)CC(CCC(=O)Nc2ccccc2Cl)C(=O)O1 (configuration not stated)	3	7	-8	-4	0.97	-1.2	6	1
CCCc1ccc(C(C)NC(=S)NCc2ccc(F)cc2)cc1 (configuration not stated)	1	59*	-12	9	1.5	64*	9	16
O=C(COC(=O)/C=C/c1ccccc1)NC(=O)NC1CCCCC1	0	-4	-24	8	1.1	0.4	3	3
c1cnc2nc3c4ccccc4c4ccccc4c3nc2c1	-33	2	nt	19	nt	0.9	1	-151
Cc1ccc(C(C)(C)C)cc1S(=O)(=O)Nc1cccc(S(=O)(=O)NC2=NCCC2)c1	3	-7	-22	-19	1.1	3.7	-4	17
O=C(NC1CCCC1)C(c1ccc(F)cc1)N(Cc1ccc(Cl)cc1)C(=O)CCl (configuration not stated)	0	2	-12	4	1	0.4	0	19
OC(CN1CCN(Cc2ccccc2)CC1)c1ccccc1 (configuration not stated)	0	-3	-14	-11	1.1	-0.5	-5	1
O=C(O)c1cnn(-c2ccccc2)c1-n1cccc1	2	-4	-2	38	0.89	0.4	0	3
CCc1ccccc1NC(=O)CN(C1CCCCC1)S(C)(=O)=O	-3	4	2	-14	0.94	-0.3	1	9
C=CCn1c(SCCN2C(=O)c3ccccc3C2=O)nc2scc(-c3ccc(F)cc3)c2c1=O	0	-7	nt	-5	nt	2.3	-2	-6
CC(=O)Nc1c(C(N)=O)oc2ccc(Cl)cc12	3	6	3	-8	0.95	5.2	-1	9
Cc1cccc2c1NC(C)CC2C (configuration not stated)	-2	2	2	1	1	-1.9	1	10
O=C(Cc1ccccc1)NC1CCN(S(=O)(=O)c2ccc(C(=O)O)cc2)CC1	2	0	-19	-4	0.89	-0.5	-3	12
CCc1c(C)sc(NC(=O)CSc2nc3c(c(C(F)(F)F)n2)CCc2ccccc2-3)c1C#N	0	-2	-2	-7	0.86	3.1	-1	10
Cc1cc(C)n(-c2nc3ccccc3nc2N2CCCCCC2)n1	-73	6	-2	-12	1.1	1.4	-1	-32
Cc1nnc(SCC(=O)Nc2sc3c(c2C(N)=O)CCC(C)C3)[nH]c1=O (configuration not stated)	-7	-2	-8	4	0.95	-1.4	2	-8
COC(C(=O)Nc1ccc(F)c(F)c1)c1ccccc1 (configuration not stated)	1	-9	-4	6	1	0.7	3	25
Clc1ccc(C=Cc2ccccn2)c(Cl)c1	-4	-1	nt	22	nt	0.5	2	-61
COc1ccc(-c2ccc(SCC(=O)N3CCN(c4ccccc4)CC3)nn2)cc1	2	-18	4	10	0.97	1.9	1	2

Reformatted as labelled records: entries from further up.
> O=C(Cc1ccccc1)NC1CCN(S(=O)(=O)c2ccc(C(=O)O)cc2)CC1
  SENP1 inh: 2
  ATG4B inh: 0
  SENP6 inh: -19
  PfG6PD inh: -4
  hIAP act: 0.89
  MPTP inh: -0.5
  GRIN3A LBD mod: -3
  SENP8 inh: 12
> Cc1nnc(SCC(=O)Nc2sc3c(c2C(N)=O)CCC(C)C3)[nH]c1=O (configuration not stated)
  SENP1 inh: -7
  ATG4B inh: -2
  SENP6 inh: -8
  PfG6PD inh: 4
  hIAP act: 0.95
  MPTP inh: -1.4
  GRIN3A LBD mod: 2
  SENP8 inh: -8

The list continues.
smiles	SENP1 inh	ATG4B inh	SENP6 inh	PfG6PD inh	hIAP act	MPTP inh	GRIN3A LBD mod	SENP8 inh
CN1CCN(S(=O)(=O)c2ccc(NCc3ccc4c(c3)OCO4)nc2)CC1	1	-4	14	-1	0.9	0.5	-1	29
CCN(CC)CCN1C(=O)/C(=C\c2ccc(Cl)c([N+](=O)[O-])c2)SC1=Nc1ccc(OC)cc1	1	-9	37	12	0.8	0.6	-2	14
Cn1c(CNc2ccccn2)c(C#N)c2ccccc21	-13	-8	-8	-7	1.1	2.2	-3	17
O=C1CSC(c2cccnc2)N1CCc1ccccn1 (configuration not stated)	0	2	-41	-1	1	0.1	0	16
O=C(Cc1ccccc1)NN1C(=O)/C(=C/c2ccc(C(=O)O)cc2)SC1=S	1	-7	-7	-3	1.1	0.2	4	25
COC(=O)c1cccc(NC(=S)N2CCN(C)CC2)c1	-2	8	0	5	1.3	-0.5	0	-4
CNc1nc(N)c(C(=O)C(C)(C)C)s1	1	-1	3	-25	1	0.1	0	11
CCN(CC(=O)Nc1ccc(NC(C)=O)cc1)C(=O)c1cccc(-n2cccc2)c1	0	0	-1	-7	1	-0.8	-1	4
N#CC1=C(N)NC(SCC(=O)Nc2ccc(Br)cc2)=C(C#N)C12CCCCC2	-3	-8	-10	1	1	89*	31*	6
COc1ccc(-c2cc3ccccc3[nH]2)cc1	-14	1	53*	16	0.9	2.1	14*	-404
CC(=O)O[C@@H](C[C@@H](C)C1=C2C[C@H](O)C3[C@@]4(C)CCC(=O)C(C)(C)C4CC[C@]3(C)[C@@]2(C)CC1)[C@H]1OC1(C)C (some centres not stated)	1	-22	nt	21	nt	-1.2	-1	13
COc1cc(/C=N/NC(=O)CNC(=O)c2ccco2)ccc1O	0	-8	-1	1	0.99	-2.2	-2	-28
Cc1ccc(NC(=S)Nc2cc(-c3ccccc3)[nH]n2)cc1Cl	-1	7	20	-1	1.2	26	24*	0
Cc1ccccc1C(=O)NC(=S)Nc1ccc(S(=O)(=O)N2CCN(C)CC2)cc1	0	8	-27	-17	1.1	4.5	0	11
O=C(NCCN1CCC(Cc2ccccc2)CC1)C1CCN(S(=O)(=O)N2CCC3(CC2)OCCO3)CC1	-2	-11	-1	-2	0.92	0.2	2	12
Nn1c(SCc2nc3ccccc3[nH]2)nnc1C1CCCCC1	-11	-10	-18	-1	1.1	0.4	-1	-70
COc1ccc(-c2nc3ccccc3nc2-c2ccccc2)cc1OC	-23	8	-8	-5	0.93	0.9	-1	-326
Cc1c(C(=O)O)sc(S(=O)(=O)N2CCN(C(=O)Cc3ccccc3Cl)CC2)c1C(=O)O	0	-10	-8	-17	0.99	-0.6	1	1
CC(C)(C)c1ccc(C(=O)Nc2ccc(N3CCOCC3)cc2)cc1	2	-6	-19	21	1.4	0.0	3	6
O=C(CCC(=O)c1cccs1)NNC(=O)c1ccc(Cl)cc1	-3	-5	-8	0	1	-0.4	0	-7
COc1ccc(-n2nc3cc(C)c(N)cc3n2)cc1Cl	-23	0	48	20	0.95	1.2	2	-326
CC1CCCN(c2ccc(C(=O)NCc3ccco3)cc2[N+](=O)[O-])C1 (configuration not stated)	0	8	5	14	0.97	-1.9	-6	16
c1ccc(OCCN2CCOCC2)cc1	-1	7	21	-9	0.93	-0.5	-1	9
NC(=O)c1ncn([C@@H]2O[C@H](CNCc3cnc(N4CCOCC4)nc3)[C@@H](O)[C@H]2O)n1	-2	1	nt	0	nt	0.1	13*	-12
O=C1c2ccccc2C(=O)N1c1cccc2cccnc12	1	-4	-17	-7	1	0.4	-1	12
COc1ccc(CNC(=O)CCCn2nc(C)c([N+](=O)[O-])c2C)cc1OC	1	-2	-3	8	0.94	0.4	-1	22
c1ccc(OCc2nnc3n2N=C(c2ccccc2)CS3)cc1	0	-5	-10	100*	1.1	2.8	0	20
O=C(COC(=O)c1cncc(Br)c1)NCc1ccc(Cl)cc1	-15	5	-12	5	1.1	1.9	0	7
Cc1ccc(-c2noc(CN(C(=O)c3cccs3)C(C)C)n2)cc1	2	-5	6	0	1.5	-0.1	0	-2
COc1cc(/C=N/NC(=O)c2ccc(NC(=O)C3CCCCC3)cc2)ccc1O	0	-8	2	19	1.1	0.0	8	-246
COc1ccc(C(=O)Nn2c(CCC(=O)O)ccc2-c2ccc(C)cc2)cc1OC	-1	6	-30	-29	0.92	-0.8	-3	-37
Cc1cc(C(=O)N2CCCC(N3CCN(c4ccccc4C)CC3)C2)no1 (configuration not stated)	1	nt	nt	-7	nt	0.8	nt	11
COc1cccc(/C=N/n2nnnc2N)c1OCC#N	1	-10	11	-5	1.2	2.9	13*	-188
CN(C)c1ccc(C(CNC(=O)COc2ccc(Cl)cc2)N2CCCC2)cc1 (configuration not stated)	3	-4	-22	14	1	-1.7	1	25
Cc1nn2cc(-c3cccc(Cl)c3)cnc2c1Br	3	-4	-17	6	0.95	0.2	1	13
Cc1ccc(Cl)cc1N1CCN(CC(=O)Nc2ccc3[nH]c(=O)[nH]c3c2)CC1	-6	-2	-1	-2	1.1	0.2	-1	14
CCCCCCC(C)n1cc(C(C)=O)c(=O)n(C)c1=O (configuration not stated)	0	5	-11	-4	0.95	0.3	-1	14
COc1ccc(C(=O)COC(=O)c2c(C)noc2C)cc1Cl	3	3	-8	-9	0.92	-2.4	0	8
O=S(=O)(Cc1ccco1)Cc1nc(-c2ccc(Cl)cc2)cs1	1	-13	-3	19	1.2	1.2	1	13
CCCC(=O)c1cc(F)c(N2CCOCC2)cc1C	13	-13	-11	-2	1.1	-0.2	2	20

No enrichment for hits (roughly 6.7% active in at least one column).
